GASC1 inh = inhibitors of human demethylase GASC-1 KDM4C | 96,000 tested, 0.15% active | AID 720574 | inhibition, % at 12.5 µM | Q9H3R0 | GST-KDM4C 2-372, H3K9me3 peptide, LANCE TR-FRET;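 active means mean replicate inhibition above about 25%, with at least 55% of replicates also reaching it, limit read from the data, passing the limit was not always enough; inconclusive means only one of those two conditions met; inactive means neither condition met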
Target sequence (Q9H3R0 2-372 limits assumed): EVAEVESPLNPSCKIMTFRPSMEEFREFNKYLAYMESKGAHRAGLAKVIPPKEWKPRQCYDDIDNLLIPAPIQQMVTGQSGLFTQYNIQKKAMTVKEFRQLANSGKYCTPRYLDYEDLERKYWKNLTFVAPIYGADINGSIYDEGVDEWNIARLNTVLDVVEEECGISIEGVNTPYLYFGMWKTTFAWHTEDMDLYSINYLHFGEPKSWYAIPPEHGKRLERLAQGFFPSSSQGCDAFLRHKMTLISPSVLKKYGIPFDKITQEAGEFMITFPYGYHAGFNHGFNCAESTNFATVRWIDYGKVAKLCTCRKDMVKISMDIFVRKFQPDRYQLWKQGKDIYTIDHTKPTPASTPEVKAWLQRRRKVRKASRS
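Test system – GST-tagged GASC-1 (JMJD2C) catalytic fragment, aa 2-372 · Medium – HEPES buffer, pH 7.5, plus ascorbate · Reagent – H3K9me3 peptide with Fe(II)/2OG · Compound – one test concentration per compound · Timing – 30 min reaction, 60 min detection, RT · Technique – TR-FRET with Eu antibody and ULight streptavidin, EDTA stop · Read-out basis – inhibition from TR-FRET ratio decrease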
C diff HTS = C. difficile growth inhibition; Clostridium difficile clinical isolate growth, OD600, 24 h; hits give low values; growth activity, negative = inhibition, % at 16 µg/mL (by protocol); 86,000 tested, 0.25% active;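 active means mean growth activity at or below -80% and every replicate also at or below -80%; inconclusive means mean at or below -80% but some replicate above -80%; inactive means mean growth activity above -80%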;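 further: 0% = DMSO wells and -100% = levofloxacin 16 µg/mL wells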
Pf Dd2 inh = blocks growth of Plasmodium falciparum Dd2 parasites; activity change, % at 10 µM; 94,000 tested, 2.3% active; P. falciparum Dd2 growth, SYBR Green, 72 h; hits give low values; AID 1159554; in the data active means activity change below about -80%; inconclusive means no clear call, values can overlap the other calls
Tcruzi prolif = inhibitors of T. cruzi proliferation; T. cruzi beta-gal in NIH3T3, GalScreen luminescence, 90 h; inhibition, % at 8.34 µM; 77,000 tested, 5.9% active;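 active means mean inhibition above about 93%, with at least 55% of replicates each passing it, limit read from the data, passing the limit was not always enough; inconclusive means only one of those two conditions holds; inactive means neither condition holds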
The depositor's hits bear a star; ? = inconclusive; . = not tested or not shown; & = joins results of further samples.

Each structure is followed by: GASC1 inh	C diff HTS	Pf Dd2 inh	Tcruzi prolif
CCCC#Cc1cnc2c(c1)C(=O)N([C@@H](C)CO)C[C@@H](C)[C@@H](CN(C)C(=O)NCCC)O2
 : -2.5	1	28	25
Cc1noc(C)c1S(=O)(=O)Nc1ccc2c(c1)C(=O)N([C@H](C)CO)C[C@@H](C)[C@@H](CN(C)C(=O)c1ccccc1)OCCCC[C@@H](C)O2
 : 1.3	.	-37	-30
CN1CCN(C(=O)c2cc3c(c(-c4cccc(-c5cccnc5)c4)n2)[C@@H](CCO)N(C(=O)CC2CC2)C3)CC1
 : .	-3	.	29
Cn1cnc(S(=O)(=O)N[C@H]2CC[C@@H](CC(=O)NCC3CCCCC3)O[C@@H]2CO)c1
 : -0.6	-1	3	59
COCC(=O)Nc1ccc2c(c1)OC[C@H](C)N(Cc1ccccc1OC)C[C@H](C)[C@@H](OC)CN(C)C2=O
 : 1.8	7	-13	.
Cc1ccc(S(=O)(=O)N(C)C[C@H]2OCCCC[C@H](C)Oc3ccc(NC(=O)Nc4ccc(C(F)(F)F)cc4)cc3C(=O)N([C@@H](C)CO)C[C@@H]2C)cc1
 : 0.2	4	-73	.
O=C(C[C@H]1CC[C@H]2[C@@H](COC[C@H](O)CN2Cc2ccc(Cl)cc2)O1)NCCc1ccccc1
 : -1.0	-12&-26	.	85
C[C@H](CO)N1C[C@H](C)[C@H](CN(C)C(=O)c2ccc(F)cc2)Oc2cc(C3=CCCCC3)ccc2S1(=O)=O
 : -0.4	4	-39	111*
CCC(=O)N(C)C[C@@H]1Oc2ncc(Br)cc2C(=O)N([C@@H](C)CO)C[C@@H]1C
 : 2.6	0	17	.
O=C(O)C[C@@H]1C[C@H]2c3cc(NS(=O)(=O)c4ccc(F)cc4)ccc3O[C@H]2[C@@H](CO)O1
 : 0.3	0	19	5
CNC[C@H]1OCCCC[C@H](C)Oc2ccc(NC(=O)c3ccccc3)cc2C(=O)N([C@@H](C)CO)C[C@@H]1C
 : 1.0	-3	27	16
C[C@@H]1CN([C@H](C)CO)C(=O)c2cccc(NC(=O)Nc3ccc4c(c3)OCO4)c2O[C@@H]1CN(C)Cc1ccc(C(=O)O)cc1
 : 1.8	-4	1	-7
C[C@H]1CN([C@@H](C)CO)C(=O)Cc2cc(NC(=O)Nc3cccc4ccccc34)ccc2O[C@@H]1CN(C)S(=O)(=O)c1cccs1
 : -0.5	0	6	22
COc1ccccc1NC(=O)Nc1ccc2c(c1)C(=O)N(C)C[C@H](OC)[C@@H](C)CN(C)[C@H](C)CO2
 : 0.5	.	-20	2
C[C@@H]1CN([C@@H](C)CO)C(=O)CCCn2nncc2CO[C@H]1CN(C)S(=O)(=O)c1ccccc1
 : 0.6	.	-10&3	10&-16
CCC(=O)Nc1ccc2c(c1)C(=O)N(C)C[C@H](OC)[C@@H](C)CN(CCc1ccccc1)[C@@H](C)CO2
 : 0.5	.	-25	-7
COCC#Cc1ccc2c(c1)O[C@H](CN(C)C)[C@@H](C)CN([C@@H](C)CO)S2(=O)=O
 : -0.2	0	14	-4
O=S(=O)(c1ccccc1)N1C[C@H]2[C@@H](c3ccccc31)[C@@H](CO)N2Cc1ccc(F)cc1
 : -0.6	27	2	84
C[C@H]1CN([C@@H](C)CO)S(=O)(=O)c2ccc(-c3ccc(C#N)cc3)cc2O[C@@H]1CN(C)C
 : -2.3	-9	.	12
C[C@H](CO)N1C[C@H](C)[C@@H](CN(C)C(=O)NC2CCCCC2)Oc2ccc(NC(=O)Cc3ccccc3)cc2CC1=O
 : -1.1	-13	-39	-39
C[C@H](CO)N1C[C@H](C)[C@H](CN(C)Cc2cccc(C(F)(F)F)c2)Oc2ncc(-c3cccc(C(F)(F)F)c3)cc2C1=O
 : -1.8	26	-7	.
C[C@H](CO)N1C[C@H](C)[C@H](CN(C)C(=O)Nc2ccccc2)Oc2ccc(NC(=O)C3CC3)cc2CC1=O
 : -1.2	-2	0	.
COc1ccc(NC(=O)Nc2ccc3c(c2)OC[C@@H](C)NC[C@@H](C)[C@H](OC)CN(C)C3=O)cc1
 : 3.1	-21	.	7
CCCC#Cc1ccc([C@@H]2[C@@H](C#N)N(C(=O)CN3CCOCC3)[C@H]2CO)cc1
 : -1.9	3	15	92
CC(C)C#Cc1ccc2c(c1)O[C@H](CN(C)S(C)(=O)=O)[C@H](C)CN([C@@H](C)CO)S2(=O)=O
 : 0.4	-7	4	52
CC=Cc1ccc2n(c1=O)C[C@@H]1[C@@H](CO)[C@H](C(=O)NCC3CC3)[C@H]2N1Cc1ccccc1 (mixture of isomers)
 : -0.9	-2	-3	-5
CO[C@H](C(=O)N(C)C[C@H]1OCc2ccccc2-c2ccccc2C(=O)N([C@@H](C)CO)C[C@H]1C)c1ccccc1
 : -0.8	-2	-13	44
Cc1cccc(-c2ccc(C3[C@@H]4CN(C(=O)C5CCCCC5)C[C@H]3N4)cc2)c1 (some centres undefined)
 : -1.2&-1.8	7&14	-3&1	.
C[C@H]1CN([C@@H](C)CO)C(=O)c2cccc(NC(=O)Nc3ccc(C(F)(F)F)cc3)c2O[C@H]1CN(C)Cc1ccc2c(c1)OCO2
 : -2.6	.	-25	99*
Cc1ccc(-c2cnc3c(c2)C(=O)N([C@H](C)CO)C[C@@H](C)[C@H](CN(C)Cc2ccccc2F)O3)cc1
 : -2.0	-4	-13	86
COc1ccccc1-c1ccc2n(c1=O)C[C@@H]1[C@@H](CO)[C@H](C(=O)N(C)C)N(CC3CCOCC3)[C@H]21
 : 0.1	1	-3	9
Cc1ccc(S(=O)(=O)N(C)C[C@@H]2Oc3ccc(NC(=O)Nc4ccc(C(F)(F)F)cc4)cc3C(=O)N([C@H](C)CO)C[C@@H]2C)cc1
 : 4.4	1	-18	44
O=C(NCC[C@@H]1CC[C@@H](NS(=O)(=O)Cc2ccccc2)[C@@H](CO)O1)C1CC1
 : 4.0	-2	-5	.
Cc1noc(C)c1NC(=O)Nc1ccc2c(c1)C(=O)N(C)[C@@H]1CC[C@@H](CC(=O)N[C@H]3CCN(Cc4ccccc4)C3)O[C@H]1CO2
 : 2.1	-5	8	102*
C[C@@H]1CN([C@H](C)CO)C(=O)c2cc(/C=C/c3ccccc3)cnc2O[C@@H]1CN(C)C
 : 1.5	1	40	.
O=C(C[C@@H]1CC[C@H](NC(=O)NC2CCCCC2)[C@@H](CO)O1)NCc1ccc(F)cc1
 : -1.5	1	8	.
O=C(C[C@H]1C=C[C@@H](NC(=O)Cc2ccccn2)[C@@H](CO)O1)NCCCN1CCOCC1
 : 1.3	.	13	-64
Cc1noc(C)c1NC(=O)N(C)C[C@@H]1OCCCC[C@@H](C)Oc2ccc(NC(=O)Nc3ccccc3)cc2C(=O)N([C@@H](C)CO)C[C@@H]1C
 : 2.4	4	7	-28
COc1ccccc1NC(=O)N1CCCCN2[C@H](C1)[C@H](c1ccc(C#CC3CCCC3)cc1)[C@@H]2CO
 : -1.9	-3	-7	92
COCC#Cc1ccc([C@@H]2[C@@H](CO)N3CCCCN(Cc4cncnc4)C[C@@H]23)cc1
 : -0.2	-4	23	106*
COc1cccc(NC(=O)C[C@@H]2CC[C@@H]3[C@@H](COc4ccc(NC(=O)C5CC5)cc4C(=O)N3C)O2)c1
 : 0.9	1	-11	22
CO[C@@H]1CN(C)C(=O)c2ccc(NC(=O)NC(C)C)cc2OC[C@H](C)N(CC2CC2)C[C@@H]1C
 : 0.2	.	-2	-10
CNC[C@@H]1Oc2cc(C#Cc3ccncc3)ccc2S(=O)(=O)N([C@@H](C)CO)C[C@@H]1C
 : 5.0	-2	-32	.
Cc1cccc(-c2ccc([C@@H]3[C@@H](CO)N4CCCCN(S(=O)(=O)c5cn(C)cn5)C[C@H]34)cc2)c1
 : -0.1	-8	8	102*
C[C@@H]1CN([C@H](C)CO)C(=O)c2cc(NC(=O)Nc3ccc(C(F)(F)F)cc3)ccc2O[C@@H](C)CCCCO[C@@H]1CN(C)C(=O)Nc1cccc2ccccc12
 : -2.1	5	-82*	76
Cc1ccc(S(=O)(=O)N(C)C[C@@H]2Oc3c(NC(=O)c4ccc(-c5nccs5)cc4)cccc3C(=O)N([C@H](C)CO)C[C@H]2C)cc1
 : -3.6	6	-16	70
OC[C@@H]1[C@@H](c2ccc(-c3cccc(F)c3)cc2)[C@@H]2CN(CCC(F)(F)F)CCCCN12
 : -0.9	9	-23	94
C[C@H](CO)N1C[C@H](C)[C@H](CN(C)C(=O)c2cccnc2)Oc2ncc(/C=C/c3ccccc3)cc2C1=O
 : 0.3	1	-29	37
C[C@@H](NC(=O)C[C@H]1CC[C@@H]2[C@H](COC[C@H](O)CN2C(=O)Nc2cccc(F)c2)O1)c1ccccc1
 : -2.3	-1	2	21
C[C@@H]1CCCCO[C@@H](CN(C)C(=O)Nc2ccc3c(c2)OCO3)[C@H](C)CN([C@H](C)CO)C(=O)c2cc(NC(=O)NC3CCCCC3)ccc2O1
 : 17	2	-59	?
CCS(=O)(=O)Nc1ccc2c(c1)C(=O)N(C)C[C@H](OC)[C@@H](C)CN(C(=O)CN(C)C)[C@H](C)CO2
 : -1.2	-4	23	-42
C[C@H](CO)N1C[C@H](C)[C@H](CN(C)C(=O)c2ccncc2)OCCCC[C@H](C)Oc2ccc(N(C)C)cc2C1=O
 : 4.7	1	.	8
COc1ccc(S(=O)(=O)N(C)C[C@H]2Oc3cc(C#CC4CCCCC4)ccc3S(=O)(=O)N([C@@H](C)CO)C[C@H]2C)cc1
 : -1.2	.	-78	80
CC(=O)N(C)C[C@@H]1Oc2cc(C#CC(C)(C)O)ccc2S(=O)(=O)N([C@H](C)CO)C[C@@H]1C
 : -0.3	0	13	.
O=C(C[C@H]1CC[C@@H](NC(=O)Cc2ccccn2)[C@H](CO)O1)NCCc1ccccc1
 : 0.2	0	.	.
CN(C)CCCNC(=O)C[C@@H]1C=C[C@@H](NS(=O)(=O)c2ccccc2)[C@H](CO)O1
 : 1.4	.	12	4
CCC(=O)N1CCCCN2[C@@H](CO)[C@H](c3ccc(-c4cccc(C(=O)N(C)C)c4)cc3)[C@@H]2C1
 : -0.3	-7	30	100*
CCCC#Cc1ccc([C@@H]2[C@@H](CO)N3C(=O)CN(C(=O)c4ccncc4)C[C@H]23)cc1
 : -0.2	-9	-53	.
C[C@@H]1CN([C@@H](C)CO)C(=O)c2cc(NS(=O)(=O)c3ccc(Cl)cc3)ccc2O[C@H]1CN(C)S(=O)(=O)c1cn(C)cn1
 : -0.9	4	4	81
C[C@H]1CN([C@@H](C)CO)S(=O)(=O)c2ccc(-c3cncnc3)cc2O[C@@H]1CN(C)C(=O)CN(C)C
 : 2.6	0	10	0

Quoted from the results shown for reference:
Each structure is followed by: GASC1 inh	C diff HTS	Pf Dd2 inh	Tcruzi prolif
C[C@@H]1CN([C@@H](C)CO)C(=O)c2cc(NS(=O)(=O)c3ccc(Cl)cc3)ccc2O[C@H]1CN(C)S(=O)(=O)c1cn(C)cn1
 : -0.9	4	4	81
C[C@H]1CN([C@@H](C)CO)S(=O)(=O)c2ccc(-c3cncnc3)cc2O[C@@H]1CN(C)C(=O)CN(C)C
 : 2.6	0	10	0

Sorted by number of heavy atoms (largest number first): 4 of the compounds above.
Each structure is followed by: GASC1 inh	C diff HTS	Pf Dd2 inh	Tcruzi prolif
COc1cccc(NC(=O)C[C@@H]2CC[C@@H]3[C@@H](COc4ccc(NC(=O)C5CC5)cc4C(=O)N3C)O2)c1
 : 0.9	1	-11	22
CCS(=O)(=O)Nc1ccc2c(c1)C(=O)N(C)C[C@H](OC)[C@@H](C)CN(C(=O)CN(C)C)[C@H](C)CO2
 : -1.2	-4	23	-42
CO[C@@H]1CN(C)C(=O)c2ccc(NC(=O)NC(C)C)cc2OC[C@H](C)N(CC2CC2)C[C@@H]1C
 : 0.2	.	-2	-10
CNC[C@@H]1Oc2cc(C#Cc3ccncc3)ccc2S(=O)(=O)N([C@@H](C)CO)C[C@@H]1C
 : 5.0	-2	-32	.

Next part:
Each structure is followed by: GASC1 inh	C diff HTS	Pf Dd2 inh	Tcruzi prolif
CCCNC(=O)C[C@H]1CC[C@H]2[C@@H](COC[C@@H](O)CN2Cc2ccc(Cl)c(Cl)c2)O1
 : 2.2	8	1	16
COC(=O)C[C@H]1C=C[C@@H](NS(=O)(=O)c2ccc(OC)cc2)[C@H](CO)O1
 : 0.0	.	6	46
C[C@@H]1CN([C@H](C)CO)S(=O)(=O)c2ccc(C#CCN(C)C)cc2O[C@H]1CN(C)Cc1ccccc1
 : -0.3	-2	-58	107*
O=C(C[C@H]1C[C@H]2c3cc(NS(=O)(=O)c4ccc(F)cc4)ccc3O[C@H]2[C@H](CO)O1)NCc1ccc(Oc2ccccc2)cc1
 : -1.6	.	-61	8
C[C@H]1CCCCO[C@H](CN(C)Cc2ccc(C(=O)O)cc2)[C@@H](C)CN([C@@H](C)CO)C(=O)c2cc(N(C)C)ccc2O1
 : 2.4	-1	26	35
N#C[C@H]1[C@H](c2ccccc2-c2ccccc2F)[C@H](CO)N1C(=O)C1CCC1
 : 1.9	-2	9	.
COC(=O)[C@H]1[C@H](CO)[C@H]2Cn3c(ccc(-c4ccccc4)c3=O)[C@H]2N1S(C)(=O)=O
 : -0.6	-3	0	64

Source: PubChem (Broad Institute)
